TDP1 cell noCPT: qHTS for Inhibitors of human tyrosyl-DNA phosphodiesterase 1 (TDP1): qHTS in cells in absence of CPT; DT40 Tdp1-/- hTDP1 cells, no CPT, ATP luminescence, 48 h; Potency, µM (series often up to 46.2 µM), without a hit: top-dose activity change, negative = growth inhibition, actives largely listed as inhibitors; actives 15% (n = 420,000); also: nearly all actives have a fitted effect of over 55% in size
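A cellular qHTS used chicken DT40 cells lacking endogenous Tdp1 but carrying stably transfected human TDP1. Compounds were applied without camptothecin, and cell growth kinetics were judged by ATP-dependent luminescence after ≥48 hr.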
TDP1 inh: qHTS Assay for Inhibitors of Tyrosyl-DNA Phosphodiesterase (TDP1); recombinant TDP1, AlphaScreen DNA substrate cleavage; Tyrosyl-DNA phosphodiesterase 1 (Homo sapiens), Q9NUW8; Potency, µM (series often up to 130 µM), for inactives: top-dose activity change, negative = inhibition, most hits filed as inhibitors; AID 485290, 2010; actives 0.28% (n = 350,000); also: nearly all actives have a fitted effect of over 40% in size
Target sequence (Q9NUW8 whole entry, looked up): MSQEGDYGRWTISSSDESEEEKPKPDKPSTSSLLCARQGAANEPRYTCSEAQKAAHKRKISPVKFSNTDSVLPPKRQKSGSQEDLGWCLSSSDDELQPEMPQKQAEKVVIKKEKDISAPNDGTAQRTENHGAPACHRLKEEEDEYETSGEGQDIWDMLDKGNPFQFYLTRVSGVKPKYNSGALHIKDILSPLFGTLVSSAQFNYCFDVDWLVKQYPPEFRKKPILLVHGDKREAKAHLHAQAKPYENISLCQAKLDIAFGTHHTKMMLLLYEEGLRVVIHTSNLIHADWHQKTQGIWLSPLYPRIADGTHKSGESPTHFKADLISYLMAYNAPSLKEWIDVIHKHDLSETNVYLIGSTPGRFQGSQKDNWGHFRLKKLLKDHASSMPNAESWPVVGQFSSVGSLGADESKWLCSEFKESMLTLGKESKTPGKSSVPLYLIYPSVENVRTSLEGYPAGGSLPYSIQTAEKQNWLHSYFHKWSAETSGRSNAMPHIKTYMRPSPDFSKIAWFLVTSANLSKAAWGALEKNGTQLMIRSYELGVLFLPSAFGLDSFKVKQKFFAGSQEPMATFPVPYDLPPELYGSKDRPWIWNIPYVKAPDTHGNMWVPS
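AlphaScreen read-out: signal falls as enzyme removes the 3' tyrosine-FITC from a 5'-biotinylated DNA oligo (15 nM, 5 min, RT). Enzyme was E. coli-made recombinant Tdp1 at 1 nM, exposed to compound for 15 min beforehand; beads 10 ug/ml, 10 min.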
TDP1 cell CPT: qHTS for Inhibitors of human tyrosyl-DNA phosphodiesterase 1 (TDP1): qHTS in cells in presence of CPT | actives 12% (n = 420,000) | AID 686979, 2013 | Potency, µM (series often up to 46.2 µM), for inactives: at the highest dose activity change, negative = growth inhibition, hits mostly inhibitors | chicken DT40 Tdp1-/-;hTDP1 cells + 20 nM CPT, ATP luminescence, 48 h; also: nearly all actives have a fitted effect of over 55% in size
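Chicken DT40 Tdp1-/- cells complemented with human TDP1, 400 cells/well, exposed to compounds plus 20 nM camptothecin for at least 48 h at 37 C; viability read as ATP content by CellTiter-Glo luminescence.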
The depositor's hits bear a star; ? = inconclusive; / = no result given; & = joins results of further samples; [ ] = remark or other dose. Calls follow the shape of the dose curve; as a rule, active = well fitted curve in the direction sought with a large enough effect; inconclusive = small, poorly fitted or top-dose-only effect, or another doubt; inactive = no such curve, though single readings can be large; an effect the other way counts as inactive or inconclusive. % is scaled to controls: 0 for no effect and ±100 for the full control effect; potency is read from the fitted curve at half-maximal effect.

Second line of a record – TDP1 cell noCPT | TDP1 inh | TDP1 cell CPT
- COc1ccc(CCNC(=O)c2cc(-c3cc(C)cc(C)c3O)n[nH]2)cc1OC
 : ? | 7.1% | ?
- Cc1cc(C(=O)Cn2nnc3ccccc3c2=O)c(C)n1Cc1cccs1
 : 18.4µM* | 5.2% | 29.1µM*
- Cc1noc(C)c1-c1nc(NC2CC2)c2ccccc2n1
 : ? | / | 0.2%
- OCCN1CCN(c2cc(C(F)(F)F)nc3c(F)cccc23)CC1
 : -18.7% | 3.1% | -20.4%
- COCC(C)n1c(SCC(=O)NC(=O)Nc2ccc3c(c2)OCCO3)nc2ccccc2c1=O (configuration not stated)
 : ? | 10.5% | ?
- COc1ccc(CCNCc2c(OC)ccc3ccccc23)cc1OC
 : ? | / | 16.4µM*
- COc1cc(Cl)ccc1NC(=O)COc1ccccc1C(=O)N1CCN(c2ccc(O)cc2)CC1
 : 23.1µM* | 4.2% | 23.1µM*
- Cc1occc1C(=O)NCc1ccc(C(=O)O)o1
 : -3.4% | -2.0% | 5.7%
- CCNC(=O)COC(=O)/C=C/c1cccc(F)c1
 : -12.8% | 4.2% | -24.9%
- COc1cccc(NC(=O)Nc2ccc3nsnc3c2)c1
 : ? | 0.0% | ?
- COc1cccc(Cn2c(=O)c(C)nc3cnc(Oc4cccc(Cl)c4)nc32)c1
 : 23.1µM* | / | -32.8%
- Fc1cccc(Cl)c1Cn1nnc2c(NCc3ccncc3)ncnc21
 : ? | -6.1% | 23.1µM*
- COc1ccc(CN2C(=O)C(CC(=O)NCCCCc3ccccc3)CC(C(=O)N3CCCCCC3)=C2C)cc1 (configuration not stated)
 : 20.9µM* | / | 20.9µM*
- O=C(COC(=O)CCC(=O)c1ccc(F)cc1)NCc1ccco1
 : 13.6% | 1.2% | -28.9%
- COc1ccc2cc(CCNS(=O)(=O)c3c(C)cc(C)cc3C)c(=O)[nH]c2c1
 : -23.7% | / | ?
- CCOC(=O)c1sc(=S)n(-c2ccccc2)c1N(C(C)=O)C(C)=O
 : ? | 1.2% | -15.5%
- O=C(c1cccn1-c1nnc(N2CCCC2)s1)N1CCN(c2ccc(Cl)cc2)CC1
 : 23.1µM* | 2.6% | 20.6µM*
- O=c1oc2cc(OCc3ccc(C(F)(F)F)cc3)ccc2cc1-c1ccccn1
 : -24.3% | -4.0% | -19.0%
- Cc1nc2ccn(Cc3cccnc3)c(=O)c2cc1C(=O)Nc1ccc(F)cc1F
 : -1.6% | 4.5% | -15.6%
- CC1Sc2ccc(S(=O)(=O)N3CCN(c4ccccc4)CC3)cc2NC1=O (configuration not stated)
 : ? | 6.9% | ?
- O=C(CS(=O)(=O)c1cccc2nsnc12)Nc1cc(F)ccc1F
 : -13.6% | 5.5% | -6.0%
- CCc1nc2sc3c(c2c(=S)[nH]1)CC(C)(C)OC3
 : ? | / | ?
- Cc1cc2cc(OCc3ccccc3)ccc2n1C
 : -16.6% | / | 2.4%
- O=C(CN1CCN(C2CCCCC2)CC1)NCCC1=CCCCC1
 : -20.9% | -8.6% | ?
- C[C@@H](NC(=O)[C@@H]1CCCN1C(=O)[C@@H]1CCCN1C(=O)c1cccs1)c1ccccc1
 : -12.2% | / | 2.5%
- Cc1ccc(CN(C)C[C@@H]2OCc3cnnn3CCCC(=O)N([C@H](C)CO)C[C@H]2C)cc1
 : -29.7% | / | -8.4%
- COc1ccc(Cc2nnn(CC(=O)O)n2)cc1
 : -0.5% | 1.0% | -2.0%
- CC1=NN(C(=O)c2ccc(Cn3cc([N+](=O)[O-])cn3)cc2)C(O)(C(F)(F)F)C1 (configuration not stated)
 : 3.66µM* | 2.6% | 1.84µM*
- O=[N+]([O-])c1ccccc1SNc1ccccn1
 : 16.4µM* | 2.6% | 20.6µM*
- Oc1ccc(CCC2CCCCN2Cc2nc(C3CC3)no2)cc1 (configuration not stated)
 : ? | 1.2% | -25.1%
- CC1=C(C(=O)N2CCCCCC2)CC(CC(=O)NCCN2CCOCC2)C(=O)N1Cc1ccc(F)cc1 (configuration not stated)
 : -4.4% | / | -9.8%
- O=C(C1CCN(S(=O)(=O)c2cnc[nH]2)CC1)N1CCN(c2ccc([N+](=O)[O-])cc2)CC1
 : 21.7% | 0.6% | 6.0%
- CC(=O)c1cnc(-c2ccccc2Cl)s1
 : 2.7% | 0.6% | 1.6%
- O=C(/C=C/c1ccco1)N1CCN(S(=O)(=O)c2ccccc2)CC1
 : 9.2% | 10µM* | -15.0%
- O=C(NCCc1ccccc1)/C(=C\c1ccccc1)NC(=O)c1ccco1
 : 11.4% | 2.4% | 5.8%
- CCCC(=O)Nc1nc(-c2ccc(OC)cc2)cs1
 : ? | 0.0% | ?
- O=C(c1cccs1)N(Cc1ccco1)c1ccc(O)cc1
 : ? | 3.8% | ?
- CCOC(=O)c1[nH]c2ccccc2c1NC(=O)c1ccco1
 : ? | -2.3% | -20.6%
- COC(=O)c1c(C)[nH]c(C(=O)CN(C)CC(=O)Nc2cccc(F)c2)c1C
 : 14.6µM* | 5.2% | -23.6%
- CC(C)Oc1ccc(CNC(=O)c2ccc3c(c2)N(C)CCS3)cc1
 : ? | / | ?
- O=C(/C=C/c1ccc2ccccc2c1)c1ccoc1
 : ? | -3.9% | ?
- O=C(NCc1noc2ccccc12)Nc1ccc(F)cc1F
 : -68.9% | -3.8% | 16.4µM*
- CCn1c(C)nnc1SCC(=O)Nc1cccc(Cl)c1
 : 24.2% | / | -10.1%
- O=C(NCCOc1ccccc1)C1CCCCC1
 : 21.5% | 5.5% | -3.8%
- COc1cc(-c2nnc(-c3cccnc3)o2)cc(OC)c1OC
 : -3.5% | 6.3% | ?
- O=C(CCNC(=O)C1CCN(S(=O)(=O)c2ccc(F)cc2)CC1)NCc1cccc(Cl)c1
 : -26.4% | 3.9% | -5.1%
- CNC(=S)NN=C(C)c1ccc(OC)cc1O
 : 0.0116µM* | / | 0.0164µM*
- COc1ccc(-c2csc3nc(C(C)(C)C)oc(=O)c23)cc1OC
 : ? | 3.6% | -25.9%
- O=C(NCc1ccc(F)cc1)C(=O)NCC1CCCN1S(=O)(=O)c1ccccc1 (configuration not stated)
 : ? | / | -27.2%
- CN(C(=O)c1cccc(C#N)c1)c1nnc(-c2ccncc2)s1
 : 6.0% | 3.9% | 6.5%

Following part.
structure	TDP1 cell noCPT	TDP1 inh	TDP1 cell CPT
Cc1ccc(NC(=O)COC(=O)/C=C/c2c(C)nn(-c3ccc(F)cc3)c2Cl)cc1F	-18.6%	1.8%	0.6%
CCCn1c(C)cc(=O)c2cc(NC(=O)c3cnccn3)ccc21	-5.7%	2.1%	-15.1%
CCCN(Cc1ccccc1)C(=S)NC(=O)c1ccccc1[N+](=O)[O-]	-29.7%	4.9%	-8.2%
O=C(Nc1ncnc2sc3c(c12)CCCC3)c1ccncc1	-22.9%	4.8%	9.7%
COc1ccc(NC(=O)NCc2ccccn2)c(OC)c1	5.8%	2.4%	14.5%
O=C(c1ccccc1)N1CCN(C(=O)c2ccccc2)CC1	-4.6%&-5.5%	0.3%&-5.0%	-7.4%&-2.9%
CCOc1ccccc1NC(=O)c1nc[nH]c1C(=O)Nc1ccccc1OCC	?	1.9%	16.4µM*
Cc1ccc2c(C(=O)CN3CCOCC3)c(C)[nH]c2c1	1.0%	6.3%	-6.3%
COCCN(C(=O)c1ccco1)c1nnc(-c2ccc(OC)cc2)s1	?	-1.0%	-8.5%
Cc1ccnc(NS(=O)(=O)c2ccc(NC(=O)C3CCCCC3C(=O)O)cc2)n1 (configuration not stated)	-0.1%	3.8%	?
c1ccc(CC2CCN(C(c3cccs3)c3nnnn3C3CCCC3)CC2)cc1 (configuration not stated)	?	4.5%	?
CCOC(=O)C1=C(C)Nc2ccccc2N=C1NC(=O)Cc1ccc(Br)cc1	-1.0%	-4.6%	-3.5%
O=C(CN1CCCCCC1)Nc1cccc(NC(=O)CN2CCCCCC2)c1	-27.3%	/	-3.1%
COc1ccc(C)cc1S(=O)(=O)N1CCN(Cc2ccccc2)CC1	?	0.0%	?
Cc1ccc(NC(=O)CCN2C(=O)c3ccccc3Sc3ncccc32)cc1	16.4µM*	1.5%&-5.1%	16.4µM*
COc1ccc(NS(=O)(=O)c2ccc(N3CCN(CCO)CC3)c([N+](=O)[O-])c2)cc1	3.66µM*	5.1%	9.2µM*
CC(NC(=O)c1cc(-c2ccc3c(c2)OCO3)nc2ccccc12)C(C)(C)C (configuration not stated)	?	6.6%	?
O=C(O)c1ccc(Cl)c(NC(=O)C2CCCN2S(=O)(=O)c2cccc3nsnc23)c1 (configuration not stated)	-10.2%	5.1%	-15.8%
Cc1n[nH]c(=O)n1-c1cccc(C(F)(F)F)c1	6.8%	1.0%	-13.6%
O=c1[nH]cccc1-c1nc2ccccc2n1Cc1ccccc1F	29.1µM*	/	20.6µM*
CCn1nc(C(=O)OCC(=O)NCC(C)C)c2ccccc2c1=O	21.5%	0.0%	31.2%
COc1ccccc1CN(C)C(=O)c1cc(-c2cccs2)nc2ccccc12	16.4µM*	/	?
O=C1COc2ccc(C(=O)COC(=O)c3ccccn3)cc2N1	8.8%	2.5%[0.505 µM]	-6.5%
O=C(NCCCCO)c1c(-c2ccccc2)oc2c1C(OCCCCCO)CCC2 (configuration not stated)	?	/	-16.1%
Cc1ccccc1NC(=O)CSc1ccc(-c2ccccn2)nn1	?	1.6%&-5.1%	?
O=C(NCc1ccccc1)C1=C[C@@H](c2ccc(C(F)(F)F)cc2)C[C@@H](OCCCCO)O1	25.9µM*	/	?
CC1=NN(c2nc(-c3ccc(C)cc3)cs2)C(=O)C1N=Nc1cccc(C)c1 (configuration not stated)	?	7.0%	?
Cn1c(COc2cccc3ccccc23)nnc1SCC(=O)OC1CCCCC1	-15.7%	/	-21.2%
O=C1C=C(c2ccccc2)C[C@@H](c2ccc3c(c2)OCO3)C1	-25.0%	0.4%	-15.4%
Cc1ccc(Cn2c(C)c(C(=O)NCc3ccccc3C(F)(F)F)sc2=O)cc1	-16.5%	/	-25.2%
C#CCn1c(=NC(=O)c2ccco2)sc2cccc(Cl)c21	-18.3%	4.2%	-7.4%
NC(=O)c1ccc(NC(=O)CCCc2nc(-c3ccccc3Cl)no2)cc1	-25.4%	1.1%	1.6%
COc1ccc(N(C(=O)c2snc(C(N)=O)c2N)C(C(=O)NC2CCCC2)c2cccs2)c(OC)c1 (configuration not stated)	20.6µM*	5.4%[0.0935 µM]	?
COc1cc2cc(CN(CCO)C(=O)c3cccs3)c(=O)[nH]c2cc1OC	-7.4%	0.0%	-4.2%
Cc1csc(NC(=O)c2nn(C)c(C)c2[N+](=O)[O-])n1	1.9%	3.8%	-1.8%
Cc1ccc(CN2CCN(C(=O)CC(C)C)CC2)cc1	-4.5%	/	1.0%
CCOc1ccc(CCN2C(=O)C(=O)N([C@@H](Cc3ccc(O)cc3)CN3CCC[C@H]3CN3C(=O)C(=O)NC[C@@H]3Cc3ccc(O)cc3)C[C@@H]2Cc2ccc(O)cc2)cc1	-6.5%	/	4.2%
O=C(Nc1cccc(F)c1)c1coc(=O)c(Br)c1	2.31µM*	/	1.3µM*
CCN1CCCC1CNC(=O)c1ccc2c(=O)n(CCOC)c(=O)[nH]c2c1 (configuration not stated)	-10.2%	4.9%	12.8%
CN(CCO)c1ncnc2nc[nH]c12	-19.0%	0.0%	-4.9%

Laid out differently: four of the compounds above.
CN(CCO)c1ncnc2nc[nH]c12
  TDP1 cell noCPT = -19.0%
  TDP1 inh = 0.0%
  TDP1 cell CPT = -4.9%

COc1ccc(N(C(=O)c2snc(C(N)=O)c2N)C(C(=O)NC2CCCC2)c2cccs2)c(OC)c1 (configuration not stated)
  TDP1 cell noCPT = 20.6µM*
  TDP1 inh = 5.4%[0.0935 µM]
  TDP1 cell CPT = ?

Cc1ccc(CN2CCN(C(=O)CC(C)C)CC2)cc1
  TDP1 cell noCPT = -4.5%
  TDP1 inh = /
  TDP1 cell CPT = 1.0%

CCN1CCCC1CNC(=O)c1ccc2c(=O)n(CCOC)c(=O)[nH]c2c1 (configuration not stated)
  TDP1 cell noCPT = -10.2%
  TDP1 inh = 4.9%
  TDP1 cell CPT = 12.8%

Screens (PubChem BioAssay)
